Screening results (PubChem BioAssay)
FLuc act counter = firefly luciferase counter-screen for stimulation assays | ATPlite luciferase biochemical, luminescence, 10 min; 0 = ATP-free wells, 1 = DMSO control | activation factor at 10 µM | 200,000 tested, under 10 active;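 active = luciferase activation factor, scaled between plate controls, of at least 2 with compound at 10 µM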
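Assay system – cell-free luciferase reagent · Medium – PBS-based ATP solution · Dosing – test compounds dosed from 2 mM stocks in 100% DMSO · Timing – 10 min, room temperature · Technique – light output (luminescence) · Measure – luminescence gain marking luciferase activators · Controls – No-ATP low control, compound-free enzyme-plus-ATP high control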
APP transl inh = APP translation inhibition; SH-SY5Y APP 5'UTR-luciferase reporter, luminescence; inhibition, % at 2 µM; actives 0.82% (n = 190,000); AID 1285;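 active = inhibition above a set limit, derived from the sample mean plus 3 SD, cut at about 45% in these data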; note: values of inactives mirror those of a sister screen read the other way
bIAP inhibitor = blocks bovine intestinal alkaline phosphatase activity; 190,000 tested, under 10 active; purified bovine IAP, CDP-star luminescence, 30 min; inhibition, % at 20 µM;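 active = over 50% inhibition of intestinal alkaline phosphatase at 20 µM in the single-dose screen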
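System: Purified bovine intestinal alkaline phosphatase (IAP) enzyme | Input: IAP diluted 1/65,000,000 in the well | Also added: CDP-star chemiluminescent phosphatase substrate, 30 µM final | Dosing: 20 µM single dose | Times: Enzyme reaction for 30 min at room temperature | Detection: Luminescence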
TNAP inh hiacc = inhibitors of human TNAP at high phosphate acceptor concentration; AID 1135; P05186; inhibition, % at 20 µM; actives 0.03% (n = 200,000); purified TNAP, CDP-star luminescence, 1 M DEA;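 active = over 50% inhibition of tissue-nonspecific alkaline phosphatase at 20 µM in the single-dose screen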;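 note: plate controls were DMSO wells for no effect and EDTA-quenched wells as full inhibition for full effect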
Target sequence (P05186 whole entry, looked up): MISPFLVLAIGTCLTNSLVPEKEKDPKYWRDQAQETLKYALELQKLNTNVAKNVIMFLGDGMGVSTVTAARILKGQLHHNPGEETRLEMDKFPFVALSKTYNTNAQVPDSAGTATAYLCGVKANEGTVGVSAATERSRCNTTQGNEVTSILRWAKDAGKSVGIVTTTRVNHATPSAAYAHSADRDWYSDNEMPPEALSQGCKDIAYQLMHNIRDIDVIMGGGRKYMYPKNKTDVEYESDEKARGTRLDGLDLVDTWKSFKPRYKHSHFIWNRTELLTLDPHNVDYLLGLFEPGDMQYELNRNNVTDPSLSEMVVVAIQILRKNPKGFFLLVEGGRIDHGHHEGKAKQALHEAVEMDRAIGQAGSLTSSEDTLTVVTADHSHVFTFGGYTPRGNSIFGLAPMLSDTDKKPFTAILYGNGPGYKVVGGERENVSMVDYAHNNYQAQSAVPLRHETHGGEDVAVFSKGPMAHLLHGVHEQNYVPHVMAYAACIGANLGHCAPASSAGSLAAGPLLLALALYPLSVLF
TNAP act hiacc = increases human TNAP activity under high phosphate acceptor concentration | P05186 | AID 1136 | activation factor at 20 µM | purified TNAP, CDP-star luminescence, 1 M DEA, 30 min; stronger effect = higher value; 0 = EDTA background, 1 = DMSO-only activity | 200,000 tested, under 10 active;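 active = activation factor at least 2 at 20 µM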
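Test system – human TNAP · Doses – 20 µM single point · Incubation – 30 min, room temperature · Signal – luminescent substrate turnover signal · Read-out basis – activation factor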
TNAP inh no acc = TNAP (human) inhibition, acceptor-free conditions | actives 0.26% (n = 200,000) | inhibition, % at 20 µM | purified TNAP, CDP-star luminescence, 30 min | P05186;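 active = tissue-nonspecific alkaline phosphatase inhibition above about 50% at 20 µM in the single-dose screen, limit read from the data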;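 note: 0% = DMSO negative control and 100% = EDTA positive control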
RAM network inh = yeast RAM network inhibition | inhibition, % at 50 µM | actives 1.8% (n = 190,000) | S. cerevisiae dse1pr::URA3 reporter, 5-FOA growth OD615, 2 d; analog-sensitive cbk1-as2 kinase mutant strain;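 active = inhibition above a set limit, 3 SD over mean compound inhibition, cut at about 8.4% in these data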;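 note: 0% = DMSO-only wells with no growth and 100% = 10 µM 1-NA-PP1 full growth; inhibition rescues growth on 5-FOA so higher OD means more RAM inhibition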
FLuc inhib CS = inhibits firefly luciferase, flagging false hits in luciferase inhibition screens. inhibition, % at 10 µM. ATPLite firefly luciferase biochemical luminescence, 10 min. actives 1.5% (n = 200,000). P08659;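 active = inhibition above about 50% when tested at 10 µM, limit read from the data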
L major viab = inhibitors of Leishmania major promastigote growth; Leishmania major promastigotes, resazurin fluorescence viability; inhibition, % at 10 µM; actives 9% (n = 200,000); in the data active = inhibition above about 50%;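 note: promastigotes grown with compound for 44 hours at 28 °C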
bIAP act = intestinal alkaline phosphatase (bovine) activation; purified bovine IAP, CDP-star luminescence, 30 min; stronger effect = higher value; fold of DMSO-control signal, blank-subtracted; activation factor at 20 µM; actives 0.17% (n = 200,000); AID 1016;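 active = activation factor of 2 or more at 20 µM, a signal rise over negative controls twice the positive control's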
The depositor's hits bear a star; · = no result given.

Every second line gives: FLuc act counter	APP transl inh	bIAP inhibitor	TNAP inh hiacc	TNAP act hiacc	TNAP inh no acc	RAM network inh	FLuc inhib CS	L major viab	bIAP act
CCN1CCN(C(=S)Nc2ccc(Cl)cc2)CC1
    0.9	-5	2	-1	1	-10	1.1	7	1	1
O=C(CCSc1nc(-c2ccco2)cc(C(F)(F)F)n1)NCC1CCCO1 (stereo not given)
    1	-8	5	-2	1	-9	-0.1	-3	-1	0.9
CCCNC(=O)COC(=O)c1ccc(N2CCCC2)c([N+](=O)[O-])c1
    1.1	7	1	5	1	4	5.0	-8	0	1
Cc1ccc(Cl)cc1N1CCN(C(=O)c2ccc(CN3CCOCC3)cc2)CC1
    1	-6	-7	-1	1	-6	2.0	5	7	1.1
CCCCP(=O)(CCCC)Cc1ccccc1O
    1.1	-7	10	-6	1.1	-10	0.4	-12	8	0.9
Cc1cc(Nc2ccc3c(c2)OCCO3)c2cccc(C)c2n1
    1.1	-5	1	-6	1.1	-7	1.1	-5	85*	1
CCC(=O)N(Cc1ccco1)C1CC(=O)N(c2ccccc2)C1=O (stereo not given)
    1	0	10	-2	1	-8	1.1	-2	-7	0.9
COc1ccc(CN(C)C(c2ccccc2)c2nnnn2-c2ccccc2C)c(OC)c1C (stereo not given)
    1.1	-24	2	-9	1.1	-13	2.3	-9	12	1
CCOC(=O)C1(Cc2ccccc2)CCN(Cc2nccn2CC)CC1
    1	8	0	-2	1	-3	-0.3	-2	-2	1
Cc1nn(-c2cc(N(S(C)(=O)=O)S(C)(=O)=O)c(Cl)cc2Cl)c(=O)n1C
    1	-35	19	2	1	-3	1.5	-3	-5	0.8
CCOC(=O)CSc1nc2nc(C)cc(C)n2n1
    1.1	-38	5	0	1	-13	0.6	-5	-5	1
COC(=O)c1sccc1NC(=O)C1C2C=CC(C2)C1C(=O)O (stereo not given)
    1.1	-18	5	-4	1	-10	-0.5	-6	-7	1
c1ccc2c(c1)ncn2-c1ccc(-c2ccnc(-c3ccncc3)n2)cc1
    1.1	6	7	-4	1	-1	2.3	-8	-1	0.9
CS(=O)(=O)Nc1ccc(C(=O)NCc2cccnc2)cc1
    1	4	4	-4	1	-12	0.6	2	-4	1
COc1cccc(CNC(=O)C2CCCN(c3nn4c(=O)cc(C)nc4s3)C2)c1OC (stereo not given)
    1	0	3	-1	1	-6	-0.3	-2	-4	1
COCC(=O)NCCNc1nc2ccc(C)cc2cc1C
    1	-2	4	1	1	-7	1.1	-1	12	1
COC(=O)/C=C1\C(=O)N(c2nc3ccccc3s2)C(=S)N1c1ccc(F)cc1
    1.1	-14	6	-2	1	12	4.0	-7	40	0.9
CN(C)S(=O)(=O)c1cccc(NC(=O)COC(=O)COc2ccccc2[N+](=O)[O-])c1
    1.1	-21	1	-7	1.1	-17	0.7	-8	-8	1
Cc1cccc(OCC(=O)NCC(=O)N/N=C/c2cc(Br)ccc2OCc2ccccc2)c1
    1.1	-23	13	-3	1	-3	3.7	-6	92*	0.9
Nc1nonc1N/N=C/c1c(O)ccc2ccccc12
    1	3	-10	3	1	-14	1.8	-3	15	1.1
CN(Cc1ccccc1NCC(=O)Nc1ccccc1C#N)C1CCCCC1
    1	14	-7	-1	1	3	-0.1	2	39	1.1
c1ccc(-c2nc(-c3ccccn3)no2)cc1
    0.1	-64	-19	0	1	-4	-1.0	90*	-4	1.2
C=C(C)Cn1c(Sc2nc3ccccc3[nH]2)nc2c1c(=O)[nH]c(=O)n2C
    1	4	-27	-6	1.1	-8	0.3	2	5	1.3
Cc1ccccc1NC(=O)NCc1ccc2c(c1)OCO2
    0.9	-8	-8	0	1	-1	0.8	7	-3	1.1
COc1ccccc1NC(=S)N(Cc1cccnc1)Cc1ccco1
    1.1	-10	-4	-5	1.1	-7	0.7	-9	17	1
COc1ccc(CC(=O)Nc2ccc(S(=O)(=O)Nc3nccc(C)n3)cc2)cc1
    1	6	-7	-1	1	-10	4.0	-2	-3	1.1
CC1(C)CC(=O)c2cnc(NC3CC3)nc2C1
    1.1	-4	1	-6	1.1	-4	1.7	-12	-2	1
CCOC(=O)C1(C(F)(F)F)N=C(c2cccnc2)OC(N2CCCCC2)=N1 (stereo not given)
    1.1	21	2	-4	1	-8	1.1	-12	4	1
CC(=O)Nc1ccc(NC(=O)/C=C/c2ccccc2)cc1
    1	-32	-13	-6	1.1	1	-0.1	0	1	1.1
CCc1nc(Nc2ccncc2)c2oc3ccccc3c2n1
    1.1	-27	17	-4	1	-8	0.4	-9	100*	0.8

Shown as a hit in FLuc inhib CS, of those listed so far:
Molecule	APP transl inh	bIAP inhibitor	TNAP inh hiacc	TNAP act hiacc	TNAP inh no acc	RAM network inh	FLuc inhib CS	bIAP act
c1ccc(-c2nc(-c3ccccn3)no2)cc1	-64	-19	0	1	-4	-1.0	90*	1.2

(continued)
Every second line gives: FLuc act counter	APP transl inh	bIAP inhibitor	TNAP inh hiacc	TNAP act hiacc	TNAP inh no acc	RAM network inh	FLuc inhib CS	L major viab	bIAP act
CCOC(=O)c1c(C)[nH]c(C(=O)C(C)OC(=O)c2oc3ccccc3c2COC)c1C (stereo not given)
    1.1	-5	13	-11	1.1	-14	0.7	-6	0	0.9
O=c1c2cc(F)ccc2[nH]c(=S)n1CCCN1CCOCC1
    1.1	-6	4	-4	1	-16	0.9	-8	-7	1
CC(C)(C)C(=O)Nc1nnc(CSCc2ccccc2F)s1
    1	-12	11	-5	1	-14	0.6	0	100*	0.9
CCCC(OC(=O)CC1Sc2ccccc2NC1=O)C(=O)NCc1ccco1 (stereo not given)
    0.9	2	6	8	0.9	3	-0.9	7	18	0.9
CCOC(=O)Cn1c(=O)oc2cc(S(=O)(=O)NCCc3ccc(OCC)c(OCC)c3)ccc21
    1.1	4	4	-4	1	-9	-0.9	-7	5	1
CC(=O)c1cccc(-n2nnnc2SCC(=O)Nc2cccc(NC(=O)c3ccco3)c2)c1
    0.9	0	1	-5	1.1	-11	3.4	6	21	1
CC(NC(=O)CNC(=O)OCc1ccccc1)C(=O)N1CC(O)CC1C(=O)OCc1ccccc1 (stereo not given)
    1	-10	-11	-2	1	-1	1.2	-4	1	1.1
CCOC(=O)C1CCCN(c2ncnc3c2oc2ccccc23)C1 (stereo not given)
    1.1	3	2	-5	1.1	-6	0.0	-8	-5	1
Cc1cc(S(=O)(=O)N2CCCC2)ccc1OCC(=O)N1CCC(C(N)=O)CC1
    1.1	-13	-1	2	1	-3	0.0	-5	-1	1
Cc1ccc(N(CC(=O)NCc2ccc(F)cc2)C(=O)c2csnn2)cc1C
    1.1	-18	-7	-5	1.1	-11	2.8	-6	2	1.1
CC(C)CN1C(=O)C(NC(=O)C2CC2)(C(F)(F)F)C2=C1CC(C)(C)CC2=O (stereo not given)
    1.1	-13	9	-4	1	0	0.9	-6	49	0.9
O=C(CCCOc1ccccc1)Nc1ccc(Cl)cn1
    1	-22	-23	2	1	-3	1.9	-2	-4	1.2
O=C(COC(=O)c1ccc(F)cc1F)NC1CC1
    1	4	11	-4	1	-14	1.9	-2	-7	0.9
COC(=O)c1ccc(CSc2nnc(NC(C)C)s2)o1
    1	-21	12	-2	1	-8	0.4	-4	-6	0.9
CC(=O)NNc1ncnc2ccccc12
    1	-6	13	-2	1	-102	-0.4	-2	-5	0.9
Cc1cc(C(F)(F)F)n2nc(-c3cnn(C)c3C(F)(F)F)c(Cl)c2n1
    1	3	5	2	1	-2	1.0	-2	-5	0.9
N#CC1=C(N)C(C#N)(C#N)[C@H](c2ccncc2)[C@H]2CN(C(=O)OCc3ccccc3)CC=C12
    1.1	11	7	-1	1	-4	2.1	-6	-1	0.9
COc1ccc(-n2nc(N)c(C(N)=O)n2)cc1
    0.8	-18	2	1	1	-9	-0.1	19	-7	1
Cc1csc(Sc2ccc([N+](=O)[O-])cc2C(=O)OCC(=O)NC(=O)NC(C)(C)C)n1
    1.1	·	2	-11	1.1	-2	2.7	-6	0	1
NC(=O)CSc1nnc(-c2ccc(S(=O)(=O)N3CCOCC3)cc2)n1Cc1ccccc1
    1.1	2	-14	-5	1	-7	2.5	-5	-5	1.1
Cc1ccc(CS(=O)(=O)c2ccc(C(=O)N3CCCCC3)cc2[N+](=O)[O-])cc1
    1	9	1	-2	1	-6	3.0	-3	2	1
Cn1c(CNC(=O)c2ccccc2F)nnc1SCc1ccc(F)cc1
    1.1	8	10	-4	1	0	-0.5	-6	14	0.9
Fc1ccccc1N1CCN(c2nc(-c3cccs3)nc3ccccc23)CC1
    1	12	14	-2	1	-10	-0.6	-4	26	0.9
Cc1ccc(C(=O)/C=C2\NCC(C)NC2=O)cc1 (stereo not given)
    0.3	-118	-7	2	1	-2	3.1	69*	-5	1.1
CC(C)CCn1nnnc1C(c1ccc(N(C)C)cc1)N1CCN(C(=O)c2ccco2)CC1 (stereo not given)
    1.1	0	-15	-7	1.1	-13	-0.6	-5	47	1.2
CC(C)C(NC(=O)C12CC3CC(CC(C3)C1)C2)C(=O)NC1=NCCS1 (stereo not given)
    1.1	-3	1	-7	1.1	-12	1.1	-8	35	1
